M. tuberculosis = growth inhibition of non-replicating M. tuberculosis (AID 488890). 320,000 compounds, 0.39% hits. Mycobacterium tuberculosis non-replicating, growth inhibition; higher % means a stronger effect. inhibition, % at 25 µM, or IC50 in µM where a hit was titrated; in the data active means a potency from the dose series; inconclusive means inhibition mostly from about 82% at the one dose, without a potency; inactive means the rest, 99 in 100 with inhibition below about 76%;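 further: plate controls were DMSO cells for no effect and high antibiotic wells for full effect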
influenza NS1A = NS1A inhibition, H1N1 influenza, cell based functional assay (AID 504329); NS1A functional cell-based assay, percent inhibition; higher % means a stronger effect; one-dose inhibition, % at 12.5 µM; IC50 in µM for titrated hits; 340,000 compounds, 0.3% hits; in the data active means a potency from the dose series; inconclusive means inhibition above about 27% without an active follow-up result; further: strong numbers were not always called active
H37Rv inhibition = M. tuberculosis growth inhibition, HTS (AID 449762); 330,000 compounds, 0.59% hits; M. tuberculosis H37Rv growth inhibition, 7H9 media; higher % means a stronger effect; one-dose inhibition, % at 25 µM; IC50 in µM for titrated hits; in the data active means a potency from the dose series; inconclusive means inhibition above about 70% without an active follow-up result;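 further: bacterial growth assessed after seven days of incubation; strong numbers were not always called active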
inhibitors of VEEV = inhibitors of VEEV TC-83 cytopathic effect, confirmation, Vero cells (AID 588727); Vero cells, VEEV TC-83 cytopathic effect inhibition; higher % means a stronger effect; one-dose inhibition, % at 20 µM; IC50 in µM for titrated hits; 350,000 compounds, 0.13% hits; in the data active means a potency from the dose series; inconclusive means inhibition mostly from about 14% at the one dose, without a potency; inactive means the rest, 99 in 100 with inhibition below about 12%; further: strong numbers were not always called active
PhoP GFP inhibition = PhoP regulon inhibitors, Salmonella typhi PhoP promoter GFP reporter, confirmatory (AID 1850); Salmonella Typhi PhoP-promoter GFP reporter, fluorescence, 4 h; higher % means a stronger effect; inhibition, % at 50 µM; hits with a dose series show IC50 in µM; 310,000 compounds, 0.33% hits; in the data active means a potency from the dose series; inconclusive means inhibition mostly from about 25% at the one dose, without a potency; inactive means the rest, 99 in 100 with inhibition below about 19%;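 further: 0% = induced wells with vehicle and 100% = uninduced wells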
inhibitors of VEEV 10K pilot screen = recorded beside inhibitors of VEEV, whose call it bears; inhibition, %; measured here: 10K pilot screen inhibition
Starred values were filed as active, the others as inactive; i = inactive; ? = inconclusive; nt = not tested or not shown.

SMILES	M. tuberculosis	influenza NS1A	H37Rv inhibition	inhibitors of VEEV	PhoP GFP inhibition	others
O=C(CCc1nc(-c2ccccc2)no1)NCc1cccnc1	-1%	-1%	-5%	2.2%	-1%
COC(=O)N/N=C/c1cn(CCOc2cccc(OC)c2)c2ccccc12	11%	-5%	0%	2.9%	5%
Cc1nc(CS(=O)c2ccccc2)cc(N2CCOCC2)n1 (stereo not drawn)	-6%	-7%	-4%	1.1%	-1%
Cc1nc(SCc2nc3ccc(F)cc3[nH]2)c2oc3ccccc3c2n1	-2%	-5%	2%	0.1%	nt
N=C1S/C(=C\c2ccc(O)cc2)C(=O)N1c1ccc(F)cc1	5%	1%	25%	1.6%	-4%
CCOC(=O)C1CCN(C(=O)CN(c2ccc(Cl)c(C(F)(F)F)c2)S(C)(=O)=O)CC1	10%	12%	-4%	1.8%	-5%
CC(=O)Nc1ccc(CN2CCCC(CO)(Cc3cccc(Cl)c3)C2)cc1 (stereo not drawn)	-1%	1%	-5%	5.5%	-4%
c1ccc(Cc2nnc(Sc3ccccc3)c3ccccc23)cc1	29%	1%	-8%	11%	-1%
COCCNC(=O)Cn1c(=O)oc2cc(S(=O)(=O)N3CC(C)CC(C)C3)ccc21 (stereo not drawn)	-2%	-2%	-4%	2.5%	1%
CCOC(=O)N1CCN(Cc2c(O)ccc3ccccc23)CC1	?	-20%	3%	0.1%	-1%
CCN1C(=O)[C@H]2[C@@H](c3ccc(-c4ccccc4)c(OC)c3)N[C@@](CC(C)C)(C(=O)OC)[C@H]2C1=O	9%	0%	6%	0.9%	nt
COc1cc(N2CCCC2)c(OC)cc1/C=C(/C#N)c1ccc(F)cc1	4%	9%	11%	0.7%	-8%
COCCn1c(=O)[nH]c2cc(C(=O)NCc3ccccc3)ccc2c1=O	-5%	-1%	11%	2.9%	0%
CCc1cccc(C)c1NC(=O)C(c1ccccc1)N1CCC1=O (stereo not drawn)	6%	-2%	1%	0.5%	0%
CCC(C)[C@H]1CNC(=S)N1CCC12CC3CC(CC(C3)C1)C2 (stereo partly drawn)	23%	-6%	4%	i	-4%
Cc1cc(NC(=O)CSCc2ccc([N+](=O)[O-])cc2)no1	60%	1%	-6%	i	11%
COc1ccc(CNC(=O)C(C#N)c2nc3ccccc3nc2N2CCN(C)CC2)cc1 (stereo not drawn)	11%	9%	?	3.0%	-2%
Cc1ccccc1C1=NCC(=O)N(CC(=O)NCc2ccco2)c2sc3c(c21)CCCC3	24%	6%	-1%	1.6%	14%
O=C(c1ccco1)N1CCN(Cc2csc(-c3ccccc3Cl)n2)CC1	28%	-2%	4%	1.8%	-2%
COCCC(=O)N1CCC(Oc2ccc(C(=O)N3CCC[C@H]3CO)cc2)CC1	-1%	-4%	-15%	1.9%	-2%
CN(C)CCN(Cc1cc2cc3c(cc2nc1Cl)OCO3)C(=O)c1ccco1	0%	-7%	-4%	1.5%	13%
FC(F)(F)c1ccc(CN2C[C@@H]3C(c4ccc(Cl)nc4)C4(c5cccnc5)CC3(C4)[C@H]2c2ccccc2)cc1 (stereo partly drawn)	?	nt	?	nt	-13%
C=C(C)CC(c1ccccc1)N(C(C)=O)c1ccco1 (stereo not drawn)	5%	5%	4%	i	1%
COc1cccc(C(=O)N(CN2CCCC2=O)c2ccccc2OC)c1	-2%	3%	11%	1.1%	-8%
CCC(=O)N1CCc2cc(Br)cc(S(=O)(=O)CCC(=O)NCCOC)c21	-9%	-1%	-5%	2.0%	7%	inhibitors of VEEV 10K pilot screen=1.2
SMILES	M. tuberculosis	influenza NS1A	H37Rv inhibition	inhibitors of VEEV	PhoP GFP inhibition	others
Cc1ccc(NC(=O)C(C)Sc2nnc(C3CC3)n2C2CC2)cc1S(=O)(=O)N1CCOCC1 (stereo not drawn)	-7%	-4%	-5%	4.7%	nt
Cc1ccc(C)c(S(=O)(=O)N2CC(=O)N(CCc3ccccc3)C(=O)C2)c1	-1%	0%	0%	i	-11%	inhibitors of VEEV 10K pilot screen=0.5
CCCC(CCC)C(=O)Nc1ccncc1	2%	5%	-3%	2.5%	1%
COc1ccc(C2CC(c3cccs3)=NN2C(=O)CSC2=NCCS2)cc1 (stereo not drawn)	24%	-3%	-11%	8.0%	-4%
O=C(N[C@H]1C/C=C\C[C@H](CC(=O)N(CCO)Cc2ccccc2)C(=O)NC[C@H](c2ccccc2)OC1=O)OCC1c2ccccc2-c2ccccc21	65%	2%	3%	0.2%	nt
Cc1cc(C(=O)CCC(=O)Nc2ncccc2C)c(C)s1	nt	-5%	1%	5.4%	-3%
COc1ccccc1CNS(=O)(=O)CCNC(=O)c1ccccc1	-9%	-3%	-12%	0.3%	1%
O=C(Cc1ccccc1)NCC(=O)Nc1ccc(OC(F)(F)F)cc1	-2%	6%	4%	i	12%
CCn1c(/C=N/NC(=O)c2ccc(OC)cc2)nc2ccccc21	7.8µM*	-3%	?	9.5%	11%
CCCNC(=O)N1CCN(C(=O)NCCC)CC1	-15%	4%	-17%	0.1%	-8%
O=C(O)CCN1CCN(S(=O)(=O)c2ccc3ccccc3c2)CC1	3%	-6%	5%	0.9%	-8%
Fc1cnc(N2CCN(c3ccccc3)CC2)nc1N1CCN(c2ccccc2)CC1	-5%	27%	4%	3.4%	-2%
Cc1ccc(-c2cc(C(=O)NCc3cn(C)nc3C)c3cc(Br)ccc3n2)cc1	35%	1%	2%	2.1%	-4%
Cn1c(=O)c2[nH]c(-c3ccccc3)c(O)c2n(C)c1=O	-3%	24%	2%	4.0%	4%
CCN(CC)CCNC(=S)Nc1ccc2nc(N3CCCC3)cc(C)c2c1	6%	9%	6%	2.9%	-6%
COc1ccc(C(=O)NC(=S)N2CCC(C)CC2)cc1	21%	1%	55%	2.3%	-13%
CCOc1ccc(S(=O)(=O)NCc2cccnc2)cc1C(C)C	45%	-1%	6%	0.4%	-7%
Cc1cccc(N(C(=O)c2sc(C)nc2C)C(C(=O)NCc2ccco2)c2ccccc2)c1 (stereo not drawn)	21%	0%	-2%	8.5%	-6%
O=c1[nH]c(Cc2ccccn2)nc2scc(-c3ccc(Cl)cc3)c12	?	4%	54%	0.0%	-7%
CCC(C(=O)NCCCN1CCCCCC1)n1nc(C)c2sc3ccccc3c2c1=O (stereo not drawn)	13%	13%	-4%	1.6%	-11%
CCN(CC(=O)Nc1ccc(Br)cc1F)CC(=O)NC1CCS(=O)(=O)C1 (stereo not drawn)	1%	-7%	-2%	1.9%	nt
CC(=O)Nc1ccc(NC(=O)Cc2sc(-c3cccnc3)nc2-c2ccc(C)cc2)cc1	6%	-3%	1%	6.1%	-1%
O=C(C[C@H]1C[C@H](C(=O)N2CCCCC2)[C@@]2(CCc3ccccc3)c3[nH]c4ccc(Cl)cc4c3CCN2C1=O)NCc1ccco1	nt	-25%	nt	i	nt
COc1cc2c(cc1CNC[C@H]1O[C@@H](n3cnc(C(N)=O)n3)[C@H](O)[C@@H]1O)OCO2	nt	-6%	nt	0.3%	nt
COc1ccc(N(CC(=O)Nc2ccc3c(c2)OCCO3)S(C)(=O)=O)c(OC)c1	3%	25%	-8%	1.0%	-2%
SMILES	M. tuberculosis	influenza NS1A	H37Rv inhibition	inhibitors of VEEV	PhoP GFP inhibition	others
CN(C)c1ccc(/C=N/NC(=O)c2ccccc2Cl)cc1	1%	2%	2%	2.1%	-4%
C#CCOCCOCCOCCNc1nc(N2CCN(C(=O)CCCCCCCCCCNC(=O)[C@H](CCCCN)n3cc(CCO)nn3)CC2)nc(N2CCN(C(=O)CCCCCCCCCCNC(=O)[C@H](CCCCN)n3cc(CCO)nn3)CC2)n1	29%	11%	?	0.9%	60µM*
COc1ccc(C2(C#N)CC[N+](C)(C)CC2)cc1	-10%	0%	12%	0.2%	11%
O=C1/C(=C/c2ccc(F)cc2)SC(=S)N1NS(=O)(=O)c1ccccc1	15%	20%	-1%	2.7%	1%
COc1ccccc1CCNC(=O)CNC(=O)Cc1cccc2ccccc12	-17%	-6%	1%	0.6%	6%
O=C1CC2(CCCCCC2)Oc2ccccc21	-4%	-5%	-4%	0.5%	9%
O=C(O)CC1(CC(=O)NCc2ccc(F)cc2)CCCCC1	-6%	-2%	-6%	i	3%
O=C(NCc1ccccc1)c1cccnc1N1CCOCC1	-14%	-7%	-3%	1.5%	-7%
O=C(N/N=C/c1cccc2nccnc12)c1ccccc1O	?	1%	?	3.8%	1%
O=C(NCCN1CCOCC1)c1cc2ccccc2o1	7%	-5%	0%	0.9%	5%
COc1ccccc1NC(=O)CSc1nnc2ccc(-c3ccccn3)nn12	2%	7%	-1%	3.6%	-2%
CCCn1c(C2CCCN2c2nc(-c3cccc(Br)c3)cs2)nc2ccccc21 (stereo not drawn)	21%	7%	6%	1.8%	-11%
CCOC(=O)Cc1c(C)nc2c(-c3ccc(Cl)cc3)cnn2c1C	7%	-8%	13%	3.0%	-5%
Cc1cc(OCC(=O)NCCCN2CCOCC2)cc(C)c1Cl	5%	1%	12%	2.8%	14%
C[C@@H](C(=O)Nc1ccc2ccccc2c1)[C@@H]1C[C@@]1(C)[C@@H](NC(=O)OCc1ccccc1)c1ccccc1	2%	3%	-10%	i	-1%
S=C1NCCOCCOCCNC(=S)N2CCOCCOCCN1CCOCCOCC2	-9%	5%	2%	0.1%	9%
COC(=O)c1ccc(NC(=S)Nc2ccc(O)cc2)cc1	75%	-1%	-10%	2.6%	-2%
COc1ccccc1-n1c(SCC(=O)N2CCOCC2)nc2cccnc21	3%	6%	-3%	2.5%	-3%
Cc1cc(C)c(C)c(S(=O)(=O)N2CCN(C(=O)CNC(=O)c3ccco3)CC2)c1C	7%	-5%	6%	i	nt
CC(=O)c1sc(NC(=O)c2ccc(COc3ccccc3Cl)o2)nc1C	-9%	-26%	-19%	1.4%	-3%
Cc1ccccc1-c1cccc([C@@H]2C[C@H]3[C@H](CON3C)CN2Cc2ccccc2)c1	nt	-7%	nt	i	nt
CCc1ccc(C(C(=O)NCc2ccc(OC)cc2)N(CCOC)C(=O)Cc2cccs2)cc1 (stereo not drawn)	16%	2%	0%	4.5%	-9%
Nc1ccc2c(c1Br)Cc1ccccc1-2	nt	6%	nt	1.3%	nt
COc1cc(/C=C/C(=O)OCC(=O)NC2CCS(=O)(=O)C2)ccc1O (stereo not drawn)	-14%	4%	-4%	1.4%	4%

Source: PubChem BioAssay
